High-throughput results from PubChem.
IL-1B inflam inh – inflammasome signaling inhibition, IL-1 beta readout; THP-1 LPS/ATP IL-1B secretion, AlphaLISA, 16 h; active compounds read low; AID 743279; activity change, % at 57.5 µM; 4.7% of 360,000 active; in the data active = activity change below about -50%; inconclusive = mostly about -30% to -49%; also: % is scaled to controls: 0 for no effect and ±100 for the full control effect
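THP-1 cells pretreated 1 hr with compounds (up to 57.5 uM final), then stimulated with LPS (250 ng/mL final) plus ATP (1.25 mM final); secreted IL-1B measured by AlphaLISA after 16 hr, decreased signal indicating inhibition.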
HepG2 tox – counter-screen for TGF-b inhibitors: cytotoxicity in HepG2 cells | 0.76% of 410,000 active | Potency, µM (top dose mostly 46.1 µM), for inactives: top-dose activity change, negative = cytotoxicity, actives largely listed as cytotoxic | HepG2 CAGA-GFP viability, ATP luminescence, 18 h | AID 588856; also: potency is read from the fitted curve at half-maximal effect; some results filed as inactive show a strong effect at the top dose
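HepG2 CAGA-GFP cells (1000/well, DMEM with 1% FBS) received compound, then TGF-beta at 500 pg/mL final, and were incubated 18 hours at 37 degrees C. Viability was read by CellTiter-Glo luminescence. Media-only wells were set as complete cell-killing and DMSO as no toxicity.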
Nrf2 activator – activators of Nrf2 (ARE) signaling. AREc32 ARE-luciferase reporter (MCF7-derived line), luminescence, 24 h. Potency, µM (doses to about 46.1 µM), for inactives: at the top dose activation, usual class: activators. 0.31% of 410,000 active; also: potency is read from the fitted curve at half-maximal effect; % of control where 0% means no effect; nearly all actives have a fitted effect of over 65% in size
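Luciferase luminescence (Steady-Glo, 30 min at room temperature) served as the read-out of ARE activation in AREc32 cells treated with compounds for 24 hr at 37 deg C.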
ATXN viability – viability counter-screen for ATXN expression inhibitors. Potency, µM (titrated, usually from 56.7 µM), hits mostly cytotoxic. S2 cells (HEK-293 line with an ATXN2-luciferase reporter) viability, CellTiter-Fluor protease fluorescence, 24 h. 0.49% of 400,000 active; also: potency is read from the fitted curve at half-maximal effect; nearly all actives have a fitted effect of over 40% in size
A549 tox – kills or reduces viability of A549 cells in Nrf2 counter-screen. A549 ARE-Fluc cells, CellTiter-Fluor viability, 18-24 h. Potency, µM (top dose mostly 46 µM), for inactives: top-dose activity change, negative = cytotoxicity, hits mostly inhibitors. 0.16% of 390,000 active; also: potency is read from the fitted curve at half-maximal effect; % is scaled to controls: 0 for no effect and ±100 for the full control effect
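A549 ARE_Fluc cells in 5% FBS OPTI-MEM were exposed to compounds in concentration-response for 18-24 h at 37 deg C. Viability was read by CellTiter-Fluor fluorescence (Ex 405/Em 525) after 30 min, before the luciferase read.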
ATXN2 expr inh – ATXN2 expression inhibition; HEK-293 ATXN2-luciferase reporter, luminescence, 24 h; Potency, µM (highest dose often 57 µM), for inactives: top-dose activity change, negative = inhibition, usual class: inhibitors; 0.72% of 360,000 active; AID 1745845; also: potency is read from the fitted curve at half-maximal effect; % is scaled to controls: 0 for no effect and ±100 for the full control effect; nearly all actives have a fitted effect of over 55% in size
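ATXN2-luciferase reporter cells (luciferase flanked by upstream and downstream ATXN2 gene portions) were treated 24 h at 37 °C with compounds at up to 57 uM. SteadyGlo luminescence gave expression; GF-AFC fluorescence gave viability.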
TGFb inhibitor – blocks TGF-b signaling. HepG2 CAGA-GFP TGF-b/SMAD3 reporter, GFP fluorescence, 18 h; TGF-beta stimulated, 500 pg/mL final. Potency, µM (titrated, usually from 46.1 µM), for inactives: top-dose activity, negative = inhibition, most hits filed as inhibitors. AID 588855. 1.2% of 410,000 active; also: potency is read from the fitted curve at half-maximal effect; % is scaled to controls: 0 for no effect and ±100 for the full control effect; nearly all actives have a fitted effect of over 65% in size
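Using HEPG2 CAGA-GFP reporter cells at 1000 cells/well, we pinned test compounds, stimulated with recombinant TGF-beta (500 pg/mL final) and measured total well GFP after 18 h.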
Nrf2 inh – blocks Nrf2 signaling | A549 ARE-Fluc reporter, luciferase luminescence, 18-24 h | 2.1% of 360,000 active | Potency, µM (top dose mostly 46 µM), for inactives: at the top dose activity change, negative = inhibition, hits mostly inhibitors | AID 504444; also: potency is read from the fitted curve at half-maximal effect; % is scaled to controls: 0 for no effect and ±100 for the full control effect; nearly all actives have a fitted effect of over 60% in size
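A549 ARE_Fluc cells (5000/well, 5% FBS OPTI-MEM) pre-incubated 2 h, then treated with compounds 18-24 h at 37C/5% CO2 in concentration-response. CellTiter-Fluor viability read first; BugLite luciferase luminescence after 15 min at room temperature gives Nrf2 activity.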
MCF10A rerep – DNA re-replication induction in MCF 10a cells; MCF 10A DNA re-replication, Hoechst nuclear intensity, 48 h; Potency, µM (top dose mostly 46.1 µM), for the others: at the top dose activity, positive = re-replication, hits mostly activators; 2.9% of 350,000 active; AID 624296; also: potency is read from the fitted curve at half-maximal effect; % of control where 0% means no effect; nearly all actives have a fitted effect of over 50% in size
* = called active by the depositor; i = inactive; ? = inconclusive; . = not tested or not shown; [ ] = remark or other dose. Unless noted, calls follow the shape of the dose curve; as a rule, active = well fitted curve in the direction sought with a large enough effect; inconclusive = small, poorly fitted or top-dose-only effect, or another doubt; inactive = no such curve, though single readings can be large; an effect the other way counts as inactive or inconclusive.

SMILES	IL-1B inflam inh	HepG2 tox	Nrf2 activator	ATXN viability	A549 tox	ATXN2 expr inh	TGFb inhibitor	Nrf2 inh	MCF10A rerep
COc1ccc(NCc2nnc(SCC(=O)Nc3cc(C)cc(C)c3)o2)cc1	33	-22%	0.0%	i	-11%	2%	3%	-9%	11%
CCc1cccc(NC(=S)N(CCOC)C(C)c2ccco2)c1 (stereo not given)	11	-52%	0.6%	i	1%	.	?	-8%	0%
COc1ccc(C(=O)CN2C(=O)COc3ccccc32)cc1	-2	2%	0.3%	i	5%	3%	-5%	-27%	2%
O=C(N/N=C/c1cccnc1)c1cccc(F)c1	13	9%	5.4%	i	7%	13%	3%	13%	1%
Cc1ccc2c(c1)nc(SCC(O)c1ccc(Br)cc1)n2C (stereo not given)	.	-25%	19%	.	7%	.	0%	5%	.
CCc1ccc(NC(=O)NCCN2CCc3ccccc3C2)cc1	-11	-2%	7.0%	i	-4%	30%	29%	?	-6%
CCCCCCN1C[C@@H](n2cc(C3CC3)nn2)[C@H](O)C[C@@H]1c1ccc(Cl)cc1	0	-107%	-0.8%	?	.	?	?	.	.
CN(CC(=O)Nc1ccc(F)c(F)c1F)C(=O)CCN1C(=O)C2CC=CCC2C1=O (stereo not given)	28	-3%	-1.5%	i	.	.	12%	.	.
CC(C)C(=O)Nc1nnc(SCC(=O)N2C(C)CCCC2C)s1 (stereo not given)	-3	5%	-0.3%	i	-6%	-6%	6%	-3%	12%
CCN(CC)C(=O)Cn1c(SCC(=O)Nc2ccc(C)c(C)c2)nc2ccccc21	.	-5%	3.0%	?	-10%	9%	-1%	.	.
O=S(=O)(c1ccc2nc(Nc3ccc(Br)cc3F)ccc2c1)N1CCCCC1	.	-7%	-0.8%	i	-15%	5%	-25%	-42%	.
CC(C)(C)NC(=O)c1cccc2c1-c1ccccc1C2=O	5	-18%	-0.3%	i	-14%	.	-9%	1%	2%
COC(=O)COc1ccc2c(c1)O/C(=C\c1ccco1)C2=O	17	-30%	12%	i	-10%	-9%	-9%	-3%	-4%
COC(=O)c1c(C)[nH]c(C(=O)/C=C/c2ccc(C)cc2)c1C	14	2%	2.7%	i	8%	-36%	-8%	2.6µM*	?
CN1N=C(C(=O)NC2CCCc3c2cnn3-c2ccc(F)cc2F)CCC1=O (stereo not given)	13	19%	2.3%	i	-1%	-2%	23%	?	3%
CC(=O)c1c(C)[nH]c(-c2ccccc2)nc1=S	29	-132%	9.1%	i	2%	10%	-8%	7%	7%
O=C1/C(=C/c2cccc(F)c2)CSc2sccc21	-29	-29%	0.0%	i	2%	-17%	18%	.	-3%
Cc1cc(=O)oc2c3c(cc(OCC(=O)NCCCn4ccnc4)c12)OC(C)(C)CC3	2	-19%	1.8%	i	-7%	-2%	1%	?	1%
CCc1ccc(NC(=O)C(C)Sc2nnc(CN3CCCC3)o2)cc1 (stereo not given)	8	4%	-0.4%	i	-1%	1%	3%	7%	3%
COc1cc(C(=O)N2Cc3cc4ccccc4nc3C2C)cc(OC)c1OC (stereo not given)	-10	7%	-0.1%	i	.	.	9%	.	.

Random excerpt: two entries already listed, in no set order.
SMILES	IL-1B inflam inh	HepG2 tox	Nrf2 activator	ATXN viability	A549 tox	ATXN2 expr inh	TGFb inhibitor	Nrf2 inh	MCF10A rerep
CN1N=C(C(=O)NC2CCCc3c2cnn3-c2ccc(F)cc2F)CCC1=O (stereo not given)	13	19%	2.3%	i	-1%	-2%	23%	?	3%
CCc1ccc(NC(=O)C(C)Sc2nnc(CN3CCCC3)o2)cc1 (stereo not given)	8	4%	-0.4%	i	-1%	1%	3%	7%	3%

(cont.)
SMILES	IL-1B inflam inh	HepG2 tox	Nrf2 activator	ATXN viability	A549 tox	ATXN2 expr inh	TGFb inhibitor	Nrf2 inh	MCF10A rerep
Cc1cc(/C=C(/C#N)c2nc3ccccc3[nH]2)c(C)n1-c1ccccc1C(=O)O	8	13%	-0.5%	.	-19%	-16%	24%	3%	12%
O=c1c2sc3ccccc3c2n(Cc2ccccc2Cl)c(=O)n1Cc1ccccc1	.	-16%	-0.5%	i	?	6%	-13%	.	.
Cc1cc(=S)[nH]c(=S)[nH]1	0	-18%	-0.1%	i	-3%	-5%	2%	0%	1%
O=C(c1cccc(S(=O)(=O)Nc2cccc(C(F)(F)F)c2)c1)N1CCCCC1	3	-7%	-0.7%	i	10%	.	3%	-9%	10%
O=C(COC(=O)c1ccc(OC(F)F)cc1)NCC1CCCO1 (stereo not given)	-5	-32%	0.1%	i	.	.	-7%	.	.
CCc1noc(C)c1C(=O)N1CCN(S(=O)(=O)c2ccc(C(C)=O)cc2)CC1	9	6%	-0.9%	i	2%	9%	0%	6%	0%
Cc1ccc(NC(=O)/C(=C\c2cccs2)NC(=O)c2ccccc2)cc1	-3	-15%	-0.7%	i	-3%	-3%	-6%	7%	8%
Clc1ccc2[nH]cc(-c3nnnn3-c3ccc4ccccc4c3)c2c1	2	-13%	-0.1%	?	-27%	?	3%	18µM*	5%
CC(C)n1c(N2CCN(CC(=O)Nc3ccc4c(c3)OCCO4)CC2)nc2ccccc21	-21	-2%	-0.7%	i	-6%	7%	?	-24%	27%
COc1cccc(NC(=O)Cn2c(=O)n(Cc3nc(-c4ccccc4)no3)c(=O)c3ccccc32)c1	.	-7%	0.3%	.	-3%	.	?	?	.
Cc1ccc(Nc2cc(C)nc3ccc(C)cc23)cc1	.	-8%	2.5%	i	?	-29%	?	?	?
O=CNc1cc(-c2ccc(C(=O)N3CCOCC3)cc2)cn2c(-c3ccc(F)cc3)cnc12	?	-35%	5.3%[9.22 µM]	i	.	-19%	-1%	.	.
CCCN(CC(=O)Nc1ccccc1C)C(=O)c1ccc(C)c(S(=O)(=O)N2CCCCC2)c1	-18	-3%	2.7%	i	2%	-7%	-20%	-10%	1%
CCOc1ncccc1C(=O)OCC(=O)c1cc(OC)c(OC)c(OC)c1	31	-4%	-0.2%	i	-3%	4%	-19%	7%	-5%
CCC(=O)OCCCCCCOc1ccc(C(=O)O)cc1	35	-20%	0.2%	i	11%	1%	-4%	-11%	3%
COc1ccc(NC2=CC(=O)CC(c3ccccc3)C2)cc1 (stereo not given)	-2	-1%	0.1%	i	2%	17%	0%	4%	3%
CSCCC(NC(=O)c1ccccc1Cl)C(=O)NCC(c1cccs1)N(C)C (stereo not given)	1	5%	-0.2%	i	-6%	5%	0%	-4%	-4%
COc1ccc(NC(=O)c2c(C)oc3ccc(O)c(CN4CCCC(C)C4)c23)cc1 (stereo not given)	.	-37%	8.9%	?	0%	-25%	?	2%	.
COc1ccc(-c2cc(C(F)(F)F)n3nc(C(=O)N4CCCCC4)cc3n2)cc1	-53*	5%	-0.4%	i	-4%	-20%	-1%	?	9%
CCOC(=O)N1CCN(C(=O)/C(=C/c2ccc(N(C)C)cc2)NC(=O)c2ccccc2)CC1	3	-1%	-0.6%	i	0%	-18%	2%	0%	1%

An excerpt of these results, with two lines to a compound.
Sequence of screens – IL-1B inflam inh | HepG2 tox | Nrf2 activator | ATXN viability | A549 tox | ATXN2 expr inh | TGFb inhibitor | Nrf2 inh | MCF10A rerep
> O=CNc1cc(-c2ccc(C(=O)N3CCOCC3)cc2)cn2c(-c3ccc(F)cc3)cnc12
 : ? | -35% | 5.3%[9.22 µM] | i | . | -19% | -1% | . | .
> CCCN(CC(=O)Nc1ccccc1C)C(=O)c1ccc(C)c(S(=O)(=O)N2CCCCC2)c1
 : -18 | -3% | 2.7% | i | 2% | -7% | -20% | -10% | 1%
> CCOc1ncccc1C(=O)OCC(=O)c1cc(OC)c(OC)c(OC)c1
 : 31 | -4% | -0.2% | i | -3% | 4% | -19% | 7% | -5%

(cont.)
SMILES	IL-1B inflam inh	HepG2 tox	Nrf2 activator	ATXN viability	A549 tox	ATXN2 expr inh	TGFb inhibitor	Nrf2 inh	MCF10A rerep
CCOC(=O)C1=CNS(=O)(=O)NC1c1ccc(C#N)cc1 (stereo not given)	28	-9%	-1.2%	i	5%	3%	16%	9%	2%
CCOC(=O)N1CCN(C(=O)C(C)N(c2ccc(Oc3ccccc3)cc2)S(C)(=O)=O)CC1 (stereo not given)	-30	4%	-0.4%	i	-5%	-15%	-2%	?	20%
O=C(NCc1ccc(Cl)cc1)C1CCC(=O)N(C2CC2)C1 (stereo not given)	3	25%	-0.2%	i	-7%	.	0%	5%	0%
[O-][N+]1=c2ccc(Nc3ccccc3)cc2=NC12CCCCC2	-98*	-106%	-2.6%	14µM*	-6%	?	6.3µM*	-10%	7.3µM*
Cc1cc(/C=N/n2cnnc2)c(C)n1-c1ccc(OCc2ccc(Cl)cc2)cc1	-82*	-24%	6.2%	?	-10%	-19%	?	9.2µM*	?
COc1nc(OC)nc(N2CCC(NC(=O)C(Cc3ccc(C(C)C)cc3)NC(C)=O)CC2)n1 (stereo not given)	12	0%	0.0%	i	1%	?	-8%	-6%	3%
Cc1cc(C)cc(Oc2c(C(F)(F)F)oc3c(CN4CCCC(C)C4)c(O)ccc3c2=O)c1 (stereo not given)	.	5%	-0.2%	.	-2%	.	-11%	6%	.
O=C(NCc1ccco1)c1nn2c(C(F)(F)F)cc(-c3cccs3)nc2c1Br	18	-18%	3.1%	i	-7%	-31%	0%	?	19%
COc1cccc(N2C(=O)c3cccnc3C2O)c1 (stereo not given)	2	-4%	-0.2%	i	0%	2%	-10%	2%	-2%
CCc1cc2c(=O)[nH]c(Cc3ccccc3)nc2s1	-5	-4%	-0.2%	i	-1%	8%	0%	.	14%
O=C(COC(=O)c1cnccn1)Nc1cccc(F)c1	-4	-5%	0.0%	i	-3%	.	4%	4%	2%
COc1cc(OC)c(NC(=O)c2c(C)nn(-c3ccc(C)cc3)c2-n2cccc2)cc1Cl	.	-1%	-0.7%	i	1%	-7%	16%	22%	.
Cc1cc(=O)oc2c(N)nccc12	-105*	-112%	4.7%	35µM*	.	?	?	.	.
Cc1cccc(NC(=O)CSc2nncn2-c2ccccn2)c1	-4	5%	0.4%	i	-8%	-18%	-3%	-14%	0%
CC(=O)/C(=C\Nc1ccc(OCc2ccccc2)cc1)c1ccccc1	-6	0%	-0.1%	i	-2%	9%	8%	19%	-1%
